ALOX12 inh: blocks human arachidonate 12S-lipoxygenase; purified 12hLO, xylenol orange hydroperoxide absorbance; P18054; Potency, µM (highest dose often 108 µM), without a hit: at the highest dose activity change, negative = inhibition, most hits filed as inhibitors; 580,000 compounds, 1.1% hits; active = well fitted inhibition curve with a large enough effect; inconclusive = small, poorly fitted or top-dose-only effect, or another doubt; inactive = no such curve, though single readings can be large or run the other way
Target sequence (P18054 whole entry, looked up): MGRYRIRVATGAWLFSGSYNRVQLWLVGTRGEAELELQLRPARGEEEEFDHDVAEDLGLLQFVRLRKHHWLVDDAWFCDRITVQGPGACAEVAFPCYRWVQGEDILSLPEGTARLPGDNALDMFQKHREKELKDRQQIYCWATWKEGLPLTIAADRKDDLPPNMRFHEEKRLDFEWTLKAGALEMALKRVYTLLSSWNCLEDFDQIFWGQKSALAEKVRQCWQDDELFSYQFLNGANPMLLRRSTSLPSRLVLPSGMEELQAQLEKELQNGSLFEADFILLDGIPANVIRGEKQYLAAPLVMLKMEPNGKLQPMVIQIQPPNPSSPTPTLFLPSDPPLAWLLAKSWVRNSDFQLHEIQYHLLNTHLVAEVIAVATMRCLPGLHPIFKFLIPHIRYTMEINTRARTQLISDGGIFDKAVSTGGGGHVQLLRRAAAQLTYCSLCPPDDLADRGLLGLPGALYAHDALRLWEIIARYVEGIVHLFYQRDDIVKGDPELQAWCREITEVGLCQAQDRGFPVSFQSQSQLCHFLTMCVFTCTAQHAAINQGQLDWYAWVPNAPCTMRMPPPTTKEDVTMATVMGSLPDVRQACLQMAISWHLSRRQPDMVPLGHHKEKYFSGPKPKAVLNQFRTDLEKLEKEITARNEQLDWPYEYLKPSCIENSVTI
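Purified human 12hLO at 150 nM in 25 mM Hepes, 0.01% Triton X-100, pH 7.0, preincubated 15 min at room temperature with compound. Reaction started with 40 uM arachidonic acid, 30 min at room temperature. Hydroperoxide measured by Fe-xylenol orange, 573/405 nm absorbance ratio.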
Starred values were filed as active, the others as inactive; ? = inconclusive; & = joins results of further samples; [ ] = dose if it differs, or a comment. % is set by controls: 0 for no effect and ±100 for the full control effect; potency is the fitted concentration of half-maximal effect. The list is partial. The share of hits here may be higher or lower than overall.

SMILES	ALOX12 inh
Cc1ccc(C)c(NC(=O)N2C[C@H](c3nc(-c4ccncc4)no3)[C@@H](C)C2)c1	3.9%
O=C(Cc1ccccc1C(F)(F)F)N1CCC2(CC1)[C@H](O)C[C@@H]2O	20.0%
O=C(c1ccco1)N1CCC(n2cnnc2-c2ccccc2)CC1	34.7%
O=C(NCc1ccc(F)cc1)Nc1cccc(-c2ccc(N3CCOCC3)nn2)c1	-0.8%
COc1cc(C(=O)O)ccc1OCc1ccccc1	12.8%
CN(CC1CCOCC1)S(=O)(=O)c1ccccc1F	10.4%
O=C(NCc1ccco1)c1cc2n(n1)CC(c1ccc3c(c1)OCO3)OC2 (stereo unspecified)	4.7%
O=C(c1ccccc1OCC1CCCN(Cc2ccc(F)cc2Cl)C1)N1CCOCC1 (stereo unspecified)	14.7%
COc1ccc(S(=O)(=O)N2CCC(n3cnnc3C3CC3)CC2)cc1Cl	2.3%
CCc1nc2cc(N3CCC(C(=O)NC(C)c4cccnc4)CC3)cnc2nc1CC (stereo unspecified)	-0.7%
COC(C)c1nc(C2CCOCC2)nn1Cc1ccc2c(c1)OCO2 (stereo unspecified)	5.5%
O=c1[nH]c(=O)n2c(c1-c1ncon1)CCCC2	2.6%
COCCNC(=O)[C@H]1C[C@H](Oc2ccccc2)CN1C(=O)NCCc1ccccc1	32.0%[activator]
O=C(NCCc1cnc[nH]1)c1cn(CCC2CCCCN2)nn1 (stereo unspecified)	41.6%[activator]
Cn1cc(CC(=O)N2CCCc3ncc(C(=O)N4CCCC[C@@H]4c4ccccc4)cc32)c2ccccc21	0.7%
COc1ccc(CC(=O)NCCc2cn(C)c3ccccc23)cc1OC	0.3%
COC(=O)[C@]12C[C@H](CC(=O)NCc3ccc(OC)c(OC)c3)C(=O)N(CCC3=CCCCC3)C1=C[C@H](C(C)(C)C)O[C@@H]2C	-19.2%
N#Cc1ccc2nc(-c3ccc(CN4CCC(c5nc6ccccc6[nH]5)CC4)cc3)c(-c3ccccc3)nc2c1	?
CSCC(=O)Nc1nn(-c2ccc(F)cc2)c2cccc(N3CCOCC3)c12	35.7%[activator]
CN1CCCC2(CC1)CCN(C(=O)c1c3c(nn1C)CCCC3)CC2	-3.6%
CN(CC1CCOC1)C(=O)Nc1ccccc1C(F)(F)F (stereo unspecified)	17.0%
CC(C)c1noc([C@@H]2C[C@H]3C(=O)NCCCCCCN(C(=O)c4ccncc4)[C@H]3C2)n1	46.7%[activator]
CCCCN(CCCC)CCCNC(=O)Cn1cc(C)c(=O)[nH]c1=O	-2.6%
Cc1cc2c(cc1C1(c3ccc(C(=O)O)cn3)CC1)C(C)(C)CCC2(C)C	-17.1%[57.4 µM]
Cc1cn2nnc(C(=O)N3CCC(C(=O)NCc4cccc(Cl)c4)CC3)c2c(=O)[nH]1	38.8%[activator]

For convenience, 19 of the compounds above:
SMILES	ALOX12 inh
Cc1ccc(C)c(NC(=O)N2C[C@H](c3nc(-c4ccncc4)no3)[C@@H](C)C2)c1	3.9%
O=C(Cc1ccccc1C(F)(F)F)N1CCC2(CC1)[C@H](O)C[C@@H]2O	20.0%
O=C(c1ccco1)N1CCC(n2cnnc2-c2ccccc2)CC1	34.7%
O=C(NCc1ccc(F)cc1)Nc1cccc(-c2ccc(N3CCOCC3)nn2)c1	-0.8%
COc1cc(C(=O)O)ccc1OCc1ccccc1	12.8%
CN(CC1CCOCC1)S(=O)(=O)c1ccccc1F	10.4%
O=C(NCc1ccco1)c1cc2n(n1)CC(c1ccc3c(c1)OCO3)OC2 (stereo unspecified)	4.7%
O=C(c1ccccc1OCC1CCCN(Cc2ccc(F)cc2Cl)C1)N1CCOCC1 (stereo unspecified)	14.7%
COc1ccc(S(=O)(=O)N2CCC(n3cnnc3C3CC3)CC2)cc1Cl	2.3%
CCc1nc2cc(N3CCC(C(=O)NC(C)c4cccnc4)CC3)cnc2nc1CC (stereo unspecified)	-0.7%
COC(C)c1nc(C2CCOCC2)nn1Cc1ccc2c(c1)OCO2 (stereo unspecified)	5.5%
O=c1[nH]c(=O)n2c(c1-c1ncon1)CCCC2	2.6%
COCCNC(=O)[C@H]1C[C@H](Oc2ccccc2)CN1C(=O)NCCc1ccccc1	32.0%[activator]
O=C(NCCc1cnc[nH]1)c1cn(CCC2CCCCN2)nn1 (stereo unspecified)	41.6%[activator]
Cn1cc(CC(=O)N2CCCc3ncc(C(=O)N4CCCC[C@@H]4c4ccccc4)cc32)c2ccccc21	0.7%
COc1ccc(CC(=O)NCCc2cn(C)c3ccccc23)cc1OC	0.3%
COC(=O)[C@]12C[C@H](CC(=O)NCc3ccc(OC)c(OC)c3)C(=O)N(CCC3=CCCCC3)C1=C[C@H](C(C)(C)C)O[C@@H]2C	-19.2%
N#Cc1ccc2nc(-c3ccc(CN4CCC(c5nc6ccccc6[nH]5)CC4)cc3)c(-c3ccccc3)nc2c1	?
CSCC(=O)Nc1nn(-c2ccc(F)cc2)c2cccc(N3CCOCC3)c12	35.7%[activator]

Next section:
SMILES	ALOX12 inh
COc1ccccc1C(=O)N1CC(CNC(=O)C2CC2)C2(C1)CN(c1ccccc1)C2 (stereo unspecified)	-5.7%[176 µM]
NC(=O)[C@@H]1CCCN1CC[C@H]1CN(C(=O)C2CCCCC2)CC[C@H]1CC(=O)O	18.1%[176 µM]
Cc1cn2cc(C(=O)N(C)CCO)cc(N[C@@H]3CCOc4cccc(C)c43)c2n1	?
Cc1nn(C)c(C)c1CCC(=O)N1CCCOCCNC(=O)CC1	36.3%[activator]
Cc1ccc(C2Cn3nnc(-c4noc(-c5ccccc5)n4)c3CO2)cc1 (stereo unspecified)	55.9%[activator]
COC(=O)[C@]12C[C@H](CC(=O)N3CCN(C(=O)c4ccco4)CC3)C(=O)N(Cc3ccccc3)C1=C[C@H](COCc1ccccc1)O[C@@H]2C	-2.7%
O=C(N[C@H](C(=O)N1CCC[C@H]1C(=O)NCCc1ccccc1Cl)c1ccccc1)C1CCCC1	5.6%
COc1ccc(C(=O)N2CCC(CO)(CN3CCCC3)CC2)cc1C	23.7%
O=c1ncn(CC2CC2)c2ccc(-c3ccc(Cl)cc3)nc12	-15.5%[176 µM]
COc1ccc(C(C)NC(=O)COc2ccc(NC(C)=O)cn2)cc1OC (stereo unspecified)	14.8%
COc1ccc(OC)c(S(=O)(=O)N2CCCC2c2nncn2Cc2ccncc2)c1 (stereo unspecified)	31.2%[activator]
COc1cccc(CC(=O)N2CC(F)(F)C[C@H]2c2nc(C)no2)c1	40.6%[activator]
COCCNC(=O)CCCN1C(=O)COc2ccc(C(=O)COc3ccc(C)cc3C)cc21	21.0%
COCCNC(=S)N(C)[C@H]1C[C@H]2c3[nH]c4c(-c5ccccc5)cccc4c3CCN2C(=O)[C@H]1[C@H](C)O	-14.0%
O=C(c1cccs1)N1CCC(Oc2cccnc2)C1 (stereo unspecified)	2.7%
COc1ccc(CC(=O)N2Cc3ccccc3CC3(CCN(C)CC3)C2)cc1	10.6%[6.33 µM]
CC(=O)N1CCC2(CC1)N(CC1CC1)C(=O)CS2=O (stereo unspecified)	20.9%
CN(C)CCCn1ccnc1C1CCN(C(=O)C2CCCN(C)C2)CC1 (stereo unspecified)	8.3%
Cc1nc(CCC(=O)N(C)CC2CCN(CCc3cccc(F)c3)CC2)n[nH]1	23.7%
O=C(C[C@@H]1CCNC[C@@H]1Cc1cc(COc2ccccc2)on1)NCc1ccco1	?
Cn1cccc1-c1nc(-c2nnn3c2COC(c2ccccc2Cl)C3)no1 (stereo unspecified)	22.0%
O=C(CCC1CCN(C(=O)c2ccccc2)CC1)Nc1ccc(F)cc1F	19.9%
N#Cc1cccc(C(=O)N2CCCN(Cc3ccncc3)C(c3ccccc3)CC(=O)NCC2)c1 (stereo unspecified)	40.2%
CC(C)CN1CCC[C@H]1c1nc(-c2ccnc(N3CCOCC3)c2)no1	45.4%[activator][176 µM]
CCN1C(=O)Cc2ccccc2C1C(=O)NCc1ccccc1Br (stereo unspecified)	30.7%[activator]

Three entries already listed, ordered by the number in ALOX12 inh, smallest number first:
mol	ALOX12 inh
COCCNC(=S)N(C)[C@H]1C[C@H]2c3[nH]c4c(-c5ccccc5)cccc4c3CCN2C(=O)[C@H]1[C@H](C)O	-14.0%
COC(=O)[C@]12C[C@H](CC(=O)N3CCN(C(=O)c4ccco4)CC3)C(=O)N(Cc3ccccc3)C1=C[C@H](COCc1ccccc1)O[C@@H]2C	-2.7%
CC(=O)N1CCC2(CC1)N(CC1CC1)C(=O)CS2=O (stereo unspecified)	20.9%

Further compounds follow.
SMILES	ALOX12 inh
Cc1ccc(NC(=O)C2(Cc3cccnc3)CCCCC(=O)N2)cc1 (stereo unspecified)	-0.8%
CC(C)c1noc(C2Cc3ccccc3N2C(=O)NC2CCCC2)n1 (stereo unspecified)	28.5%
CCCC(C)Nc1ncnc2c1CN(C1CCCNCC1)C(=O)CN2C (stereo unspecified)	-25.5%[6.33 µM]
O=S(=O)(c1ccccc1)N1CCCc2nc(-c3ccccc3)ccc21	0.1%
Cc1ccccc1N1Cc2c(ncnc2N2CCN(Cc3ccccc3)CC2)N(C)CC1=O	8.9%
COc1ccc2cc1Nc1ccc(cc1)C[C@H](NCc1cccc(C(=O)O)c1)C(=O)N(C)[C@H](C(=O)Nc1ccccc1OCc1ccccc1)C2	-9.5%
COc1ccc(C(=O)N2CCc3ccc(C(=O)NCc4cccs4)cc32)cc1	57.2%[activator]
Cc1onc(C(=O)N2CCC(C)(c3noc(-c4ccncc4)n3)CC2)c1Cn1cc(Cl)cn1	13.3%
COc1ccc(OC)c(CNC(=O)[C@H]2CCC[C@H]2NC(=O)c2ccncc2)c1	64.6%[activator]
COc1ccccc1-c1cnc(NC(=O)c2ccc(Cl)cc2)c2c1CCO2	10.6%[176 µM]
CCn1nc(C)c(C(=O)NC(C)c2cnc(-c3ccncc3)nc2C)c1C (stereo unspecified)	14.1%
Cc1nccn1CCCC(=O)N1CCC2(CC1)CNC(C(=O)O)C2 (stereo unspecified)	68.0%
CCCN(CC1CCOC1)S(=O)(=O)c1ccccc1C (stereo unspecified)	40.0%[activator]
CCc1nc2c(c(-c3ccc(Cl)cc3)n1)CCN(Cc1ccc(NC(C)=O)cc1)CC2	60.9%[activator]
O=C1CCN(S(=O)(=O)c2ccccc2)CCCN(C(=O)Nc2ccc3c(c2)OCCO3)CCN1	22.9%
C[C@@H](NC(=O)Cc1ccccc1)c1onc(-c2ccc(F)cc2)c1C(=O)O	4.1%[176 µM]
NC(=O)[C@H](Cc1cccs1)NC(=O)C1=C[C@@H](NC(=O)c2cccnc2)[C@@H](O)[C@H](O)C1	-20.5%[176 µM]
O=C(CN1C(=O)COc2ccc(C(=O)COc3ccc(F)cc3)cc21)NCC1CCCO1 (stereo unspecified)	1.2%
CCCn1cc(CN2CCc3nc(N4CCN(C)CC4)[nH]c(=O)c3CC2)c2ccccc21	15.4%
O=C(NCc1ccc(F)cc1)C1CCc2nnc(-c3ccc(Cl)cc3Cl)n21 (stereo unspecified)	-2.4%[6.33 µM]
CC1=C[C@@H](CC#N)[C@H](C(C)C)C[C@H]1CC(=O)N(C)Cc1cccnc1	-1.1%[176 µM]
CNC(=O)[C@H]1CN(Cc2ccccc2)C[C@H]1C(=O)O	-4.9%
CCCS(=O)(=O)NCC(=O)N1CCCCCCNC(=O)CC1c1ccccc1 (stereo unspecified)	35.0%
CCc1cccc(C)c1NC(=O)Cn1nc2n(c1=O)CCCCC2	49.8%[activator]
CC(=O)N1CCC(Cn2c(C)cnc2C2CC2)CC1	-3.9%

Remaining list, next part.
SMILES	ALOX12 inh
CC1(C)CN(Cc2cn(Cc3ccccc3)nc2-c2cc3ccccc3o2)CCO1	40.5%[activator]
C[C@H]1[C@@H]2[C@@H](O)C([C@H](C)C(=O)NCc3ccccn3)CC[C@@]2(C)CC[C@@H]1NC(=O)c1ccc(C#N)cc1 (stereo partly specified)	59.9%[activator]
COCCNC(=S)N(C)[C@H]1C[C@H]2c3[nH]c4c(-c5ccc6c(c5)OCO6)cccc4c3CCN2C[C@H]1[C@H](C)O	?
O=C1NCCCN1C1CCN([S+](=O)([O-])c2cccc(C(F)(F)F)c2)CC1	41.0%&6.7%[activator]
Cc1nc(C)c(C(=O)N2CCC3(CC2)CCC(O)(CN(C)C)CC3)s1	3.8%
FC(F)(F)c1ccc(CN2CCC3(CC2)CC(c2cccc(C(F)(F)F)c2)=NO3)cc1	19.6%
C#Cc1ccc(-c2ccccc2F)cc1	-6.8%[22.9 µM]
COc1cc2c(cc1OC)C1N(CC2)C(=O)CCC12C(=O)CCCC2=O (stereo unspecified)	3.0%
COc1ccc(-c2noc([C@@H]3CCCN3C(=O)c3ccc(N(C)C)cc3)n2)cc1OC	33.5%[activator]
CC(C)C1=NOC2(CCN(C(=O)c3ccc(Cl)cc3)CC2)C1	2.7%[6.33 µM]
OC1(CN2CCN(c3cnccn3)CC2)CNCCOC1 (stereo unspecified)	10µM*
FC(F)Oc1ccc(COc2ccc3c(-c4ccccn4)noc3n2)cc1	1.2%
COc1ccc(-c2nc(C(C)C)nc3c2CN([S+](=O)([O-])c2cccc(C(F)(F)F)c2)CC3)cc1	?
COc1cncc(-c2cccc(COc3ccc4c(cnn4CC[S+](C)(=O)[O-])c3)c2)c1	-14.2%[176 µM]
COc1cc(-c2onc(C)c2C(=O)NCCC(c2ccccc2)c2ccccc2)cc(OC)c1OC	-9.6%
CC(=O)C1=C(C)N(Cc2ccc(F)cc2)C(=S)NC1c1ccccc1 (stereo unspecified)	?
C[C@@H]1CN([C@H](C)CO)C(=O)c2cc(NC(=O)Nc3ccc(F)cc3)ccc2O[C@@H](C)CCCCO[C@@H]1CN(C)C(=O)CCCN(C)C	?
